Compound activity (PubChem)
MT1-MMP act inh – blockers of MT1-MMP proenzyme processing, primary screen, HT1080 RFP-PRO-GFP cells, GFP/RFP fluorescence. GFP/RFP ratio fluorescence, overnight; percent of plate control window, DMSO zero. GFP/RFP ratio change, % at 20 µM. actives 0.061% (n = 360,000);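 active means GFP/RFP ratio change of at least 30% with cell ATP level not reduced by more than half and red fluorescence within 50% of control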; further: strong numbers were not always called active
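Assay system – RFP-PRO-GFP reporter HT1080 cells · Compound dosing – single dose of 20 µM compound, 1% DMSO final · Incubation – overnight compound exposure at 37 °C · Measure – GFP/RFP fluorescence ratio · Benchmarks – DMSO wells and RFP-L50D-GFP cells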
MLLE-PAM2 inh – inhibitors of PABP1 MLLE–PAM2 peptide binding, primary screen, biochemical, fluorescence polarization, FITC-PAM2, GST-MLLE; actives 0.36% (n = 360,000); Polyadenylate-binding protein 1 (Homo sapiens), P11940; inhibition, % at 20 µM; in the data active means inhibition above about 35%, passing the limit was not always enough;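 further: plate controls were DMSO wells with GST-MLLE for no effect and wells lacking GST-MLLE protein for full effect; some results filed as inactive read as strong as hits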
NRP1-CendR mod – modulators of CendR peptide binding to NRP-1, primary screen, biochemical, fluorescence polarization, uHTS. Neuropilin-1 (Homo sapiens), O14786. FAM-RPARPAR peptide binding to NRP-1. inhibition, % at 25 µM. actives 0.85% (n = 360,000);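 active means inhibition or corrected inhibition above about 18%, plus a signal ratio from 0.5 to 1.5, limit read from the data, passing the limit was not always enough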; further: strong numbers were not always called active
Rin1 Abl inh – inhibitors of Rin1-Abl protein binding, primary screen, biochemical, TR-FRET; inhibition, % at 7.35 µM; actives 0.4% (n = 360,000); in the data active means inhibition above about 5%, passing the limit was not always enough
Neddylation inh – inhibitors of cullin neddylation, primary screen, biochemical, TR-FRET, uHTS, NAE and Ubc12 | NEDD8-conjugating enzyme Ubc12 (Homo sapiens) + NEDD8-activating enzyme E1 regulatory … | calls only at 25 µM | actives 0.58% (n = 360,000); in the data active means inhibition above about 36%
bovine MsrA act – bovine MsrA enzyme activators, primary screen, biochemical, absorbance, HTS; actives 0.3% (n = 360,000); Methionine sulfoxide reductase A (Bos taurus); activation, % at 10.6 µM; purified bovine MsrA, absorbance read-out; in the data active means activation above about 7.5%;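 further: 0% = vehicle and 100% = reference activator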
FAS TE block – FAS thioesterase domain inhibitors, primary screen, biochemical, fluorescence intensity, uHTS. actives 0.67% (n = 360,000). inhibition, % at 15 µM. recombinant FAS-TE, OMFH fluorogenic substrate, fluorescence endpoint. Fatty acid synthase (Homo sapiens), P49327;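 active means compounds whose normalised, plate-corrected inhibition of enzyme fluorescence in the single-dose primary screen is 50% or more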;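 further: 0% = DMSO with enzyme and 100% = substrate without enzyme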
E coli Lon inh – inhibitors of E. coli Lon protease, primary screen, biochemical, fluorescence polarization; P0A9M0; purified E. coli Lon protease; inhibition, % at 7.94 µM; actives 0.42% (n = 360,000); AID 602123, 2011; in the data active means inhibition above about 13%, passing the limit was not always enough;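 further: 0% = enzyme with probe and DMSO and 100% = no enzyme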
Target sequence (P0A9M0 whole entry, looked up): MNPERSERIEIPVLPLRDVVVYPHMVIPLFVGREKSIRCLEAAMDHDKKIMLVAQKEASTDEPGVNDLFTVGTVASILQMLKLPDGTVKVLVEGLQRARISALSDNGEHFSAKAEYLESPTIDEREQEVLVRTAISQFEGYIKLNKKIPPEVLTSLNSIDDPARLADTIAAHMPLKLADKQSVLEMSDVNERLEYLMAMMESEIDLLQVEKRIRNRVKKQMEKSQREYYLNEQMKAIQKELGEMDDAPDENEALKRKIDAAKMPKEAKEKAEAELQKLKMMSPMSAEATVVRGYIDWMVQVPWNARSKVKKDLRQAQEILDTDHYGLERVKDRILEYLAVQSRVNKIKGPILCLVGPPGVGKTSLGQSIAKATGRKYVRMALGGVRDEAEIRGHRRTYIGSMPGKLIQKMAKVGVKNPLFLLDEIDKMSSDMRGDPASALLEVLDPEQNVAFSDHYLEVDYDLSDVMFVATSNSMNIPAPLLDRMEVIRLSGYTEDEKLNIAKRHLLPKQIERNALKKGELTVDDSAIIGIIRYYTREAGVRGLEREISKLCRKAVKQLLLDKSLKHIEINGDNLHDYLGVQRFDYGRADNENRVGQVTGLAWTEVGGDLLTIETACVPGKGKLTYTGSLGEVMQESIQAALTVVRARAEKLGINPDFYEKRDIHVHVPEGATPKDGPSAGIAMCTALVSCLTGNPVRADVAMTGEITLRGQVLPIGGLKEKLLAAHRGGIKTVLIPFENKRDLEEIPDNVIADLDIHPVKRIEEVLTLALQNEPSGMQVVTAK
SKN-1 block – suppressors of acrylamide-induced Pgst-4::GFP reporter in worms, primary screen, SKN-1 inhibitor project, whole organism, uHTS, GFP/RFP fluorescence ratio, strain VP596 | C. elegans VP596 Pgst-4::GFP/RFP ratio, 24 h | actives 0.49% (n = 360,000) | inhibition, % at 21.8 µM;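 active means interference check ratio from 0.5 to 1.5 plus GFP to RFP signal ratio inhibition reaching or exceeding a fixed threshold, cut at about 30% in these data, passing the limit was not always enough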; further: some compounds called inactive have numbers as strong as hits
* = called active by the depositor; i = inactive; / = not tested or not shown; + = active, no number.

Preview, two compounds:
| canonical_smiles | FAS TE block | NRP1-CendR mod | SKN-1 block | MT1-MMP act inh | Rin1 Abl inh | E coli Lon inh | Neddylation inh | MLLE-PAM2 inh | bovine MsrA act |
| --- | --- | --- | --- | --- | --- | --- | --- | --- | --- |
| COc1ccc(C(=O)C2CCN(C(=O)Nc3ccccc3C)CC2)cc1 | -9 | -4 | -9 | 3 | 3 | -4 | i | -11 | -4 |
| CC1CCCC(NC(=O)c2cccc(S(=O)(=O)N3CCCCC3)c2)C1C (configuration not stated) | 4 | -9 | 22 | 0 | -1 | 1 | i | -16 | -2 |

All compounds of this part, from the first entry:
| canonical_smiles | FAS TE block | NRP1-CendR mod | SKN-1 block | MT1-MMP act inh | Rin1 Abl inh | E coli Lon inh | Neddylation inh | MLLE-PAM2 inh | bovine MsrA act |
| --- | --- | --- | --- | --- | --- | --- | --- | --- | --- |
| COc1ccc(C(=O)C2CCN(C(=O)Nc3ccccc3C)CC2)cc1 | -9 | -4 | -9 | 3 | 3 | -4 | i | -11 | -4 |
| CC1CCCC(NC(=O)c2cccc(S(=O)(=O)N3CCCCC3)c2)C1C (configuration not stated) | 4 | -9 | 22 | 0 | -1 | 1 | i | -16 | -2 |
| CCC(c1nnc(SCC(=O)Nc2ccc(Cl)cc2C(F)(F)F)n1C1CCCCC1)N(C)C (configuration not stated) | 0 | 1 | -2 | 1 | -1 | -6 | i | 7 | -10 |
| CCNC(=O)CCn1nc(-c2ccc(Cl)cc2)c2ccccc2c1=O | -4 | 8 | -11 | 1 | 2 | -15 | i | 10 | -4 |
| CCC(C)NC(=O)c1cc(S(=O)(=O)N2CCCCC2)c[nH]1 (configuration not stated) | -8 | 8 | -17 | 0 | 1 | 5 | i | -3 | -5 |
| CCN(CCCNC(=O)c1[nH]c(C)c(C(C)=O)c1C)c1ccccc1 | 1 | 3 | 8 | 0 | 2 | 2 | i | 4 | -1 |
| Cc1[nH]nc(N2CCCCC2)c1[N+](=O)[O-] | -7 | 10 | -6 | 3 | 6 | 11 | i | -16 | -5 |
| CNC(=O)c1ncnnc1N(C)C(=O)NCc1ccccc1 | -6 | 5 | 10 | 0 | 2 | -4 | i | 5 | 2 |
| CC1=C(OC(=O)c2ccccc2)C(C)(C)C(c2ccccc2)OC1=O (configuration not stated) | 20 | 10 | 18 | 2 | 1 | 5 | i | -8 | -7 |
| CC(OC(=O)c1cccc(N2C(=O)c3ccccc3C2=O)c1)C(=O)Nc1ccc(N(C)C)cc1 (configuration not stated) | -1 | -3 | 8 | 4 | -1 | -4 | i | -6 | -1 |
| Nn1c(SCc2nc3ccccc3[nH]2)nnc1-c1ccccc1 | -8 | 4 | -13 | 2 | 1 | -1 | i | -29 | -10 |
| CC1Cc2ccccc2N1CC(=O)NC(=O)NC1CCCC1 (configuration not stated) | 4 | 0 | -6 | 1 | 3 | 5 | i | -5 | -7 |
| CC1=CC(C)(C)N(S(=O)(=O)c2ccc(C)cc2)c2ccccc21 | 31 | 6 | 18 | 8 | -2 | 15 | i | -2 | 0 |
| COc1ccc(NC(=O)C2(N(C(=O)Cn3nnnc3N)c3ccc(OC)cc3)CCCCC2)cc1 | -5 | 10 | 16 | -4 | 4 | -6 | i | 24 | -1 |
| COC(=O)[C@H]1[C@H]2C[C@@H]3c4[nH]c5cc(OC)ccc5c4CCN3C[C@H]2C[C@@H](OC(=O)/C=C/c2cc(OC)c(OC)c(OC)c2)[C@@H]1OC | 54* | -86 | 13 | -11 | -3 | -10 | / | -38 | -1 |
| CCN(CC)CC(=O)Nc1cccc(S(=O)(=O)N2CCCC2)c1 | -2 | -23 | 3 | 1 | -5 | -12 | i | -8 | -3 |
| CC(/C=N/NC(=O)C(O)c1ccccc1)=C\c1ccccc1 (configuration not stated) | -10 | 2 | 0 | 11 | 1 | 2 | i | 5 | -10 |
| Nn1c(=O)[nH]c2c([nH]c3ccccc32)c1=O | -3 | 4 | 2 | 6 | -1 | 8 | i | -1 | -3 |
| O=C(CCC(=O)N1CCN(c2ccccc2F)CC1)c1ccc(Cl)s1 | 16 | -14 | -6 | -6 | 0 | -5 | i | -20 | -9 |
| COc1ccc(S(=O)(=O)N2Cc3ccccc3CC2C(=O)O)cc1 (configuration not stated) | -5 | -9 | -9 | -4 | -6 | -6 | i | 1 | -10 |
| CCOc1ccc(S(=O)(=O)N2Cc3ccccc3CC2C(=O)O)cc1 (configuration not stated) | -8 | -9 | -3 | -2 | -3 | -9 | i | 12 | 3 |
| CC(Sc1nc(N)cc(N)n1)C(=O)Nc1ccc(N2CCOCC2)cc1 (configuration not stated) | -4 | 12 | 2 | 0 | 2 | -18 | i | -10 | -2 |
| CCOC(=O)[C@H]1[C@H]2COc3ccc(Cl)cc3[C@@H]2N2C(=O)c3cc(F)c(F)cc3NC(=O)[C@@]12C | 30 | 8 | -1 | -14 | 3 | -12 | i | 4 | -3 |
| c1ccc(CC(Cc2ccccc2)c2ccccn2)cc1 | 16 | 13 | 6 | -2 | 0 | 10 | i | 8 | -2 |
| Cc1cccc2nc(Cn3c(=O)n(CCC(=O)NCc4ccco4)c(=O)c4sccc43)cc(=O)n12 | -1 | 1 | 8 | -3 | -6 | 3 | i | -10 | -3 |
| O=C(O)CCC(=O)N1CCOc2ccc(Cl)cc21 | -5 | -11 | -4 | 0 | 0 | 3 | i | 3 | 0 |
| O=C(NCCc1ccccn1)c1cc(-c2ccc(Cl)cc2)nc2ccccc12 | 5 | 4 | 0 | -4 | -8 | -10 | i | -3 | -3 |
| CCC(C)[C@H](NC(=O)NCc1cccc(OC)c1)C(=O)O (some centres not stated) | -6 | 2 | 7 | 0 | 0 | -3 | i | -10 | -3 |
| Cc1cc(NC(=O)c2cc3nc(C4CC4)cc(C(F)(F)F)n3n2)no1 | -4 | 18 | 5 | -8 | 1 | -19 | i | -12 | 0 |
| CCSCCCn1[nH]c2ccccc2c1=O | -11 | -5 | -13 | -2 | -1 | 1 | i | 3 | -12 |
| CC(C)NC(=O)NC(=O)COc1ccc(Br)cc1Br | 16 | -2 | 1 | 5 | 0 | 12 | i | 7 | -2 |
| CC12CCC(C(=O)N(c3ccccc3Cl)C1=O)C2(C)C (configuration not stated) | -1 | -5 | 6 | 3 | 1 | 1 | i | 3 | 0 |
| CN(C)Cc1cn(CC[C@@H]2CC[C@@H](NC(=O)Nc3ccccc3F)[C@@H](CO)O2)nn1 | / | 18 | 12 | 1 | / | / | i | / | / |
| COc1ccc(Nc2oc(COc3ccccc3F)nc2C#N)cc1 | 11 | -10 | 5 | -4 | -4 | 1 | i | -24 | -2 |
| C[C@@H](O)CNC(=O)c1[nH]cnc1C(=O)Nc1cccc(Cl)c1 | -6 | -2 | 8 | -3 | -2 | -6 | i | 7 | -3 |
| Cc1cccc(OCc2nnc(SCC(=O)N3CCN(c4ccccc4)CC3)o2)c1C | 16 | -8 | -10 | 0 | 3 | -1 | i | -89 | 0 |
| CC(C)c1cc(C(F)(F)F)nc(NNc2nc(C(C)C)cc(C(F)(F)F)n2)n1 | 0 | -18 | -5 | 5 | 4 | 0 | i | -6 | -1 |
| CN(C)c1cc(NC(=O)CNC(C)(C)CC(C)(C)C)c2ccccc2n1 | 7 | -12 | -5 | 4 | 3 | -1 | i | -5 | -3 |
| C[C@@H]1CN([C@@H](C)CO)C(=O)c2cc(Br)cnc2O[C@H]1CN(C)C(=O)Nc1ccc(F)cc1 | -5 | -6 | -13 | 3 | -1 | -7 | i | 1 | -5 |
| Cc1ccccc1-n1nc2c(c1NC(=O)/C=C\c1ccc3c(c1)OCO3)CSC2 | 7 | -6 | 3 | -7 | 1 | 6 | i | 22 | -4 |
| COc1ccc(CC(=O)N2CCN(c3ccc(F)cc3)CC2)cc1 | 0 | -22 | 21 | 0 | -1 | -6 | i | 2 | -3 |
| CCOC(=O)C1=NN(c2ccc(C)cc2)CC1C(=O)OC (configuration not stated) | -6 | 14 | 18 | 1 | 1 | -5 | + | 6 | 0 |
| Cc1ccc(SCCCn2cnc3ccccc3c2=O)cc1 | -2 | 5 | -15 | -3 | 3 | -3 | i | 16 | -11 |
| Clc1ccc(N2CCN(/N=C/c3cccnc3)CC2)cc1 | 1 | 8 | 66* | 4 | 0 | -5 | i | 5 | -4 |
| Cc1ccc(S(=O)(=O)n2nc(-c3ccco3)nc2N)cc1 | -5 | 8 | -16 | 2 | 4 | 10 | i | 4 | -1 |
| CCc1cccc(C)c1NC(=S)NCC(c1cccnc1)N1CCOCC1 (configuration not stated) | -11 | -3 | 4 | 4 | 0 | 1 | i | 19 | -4 |
| Cc1ccc(-c2nnc(SCC(=O)N/N=C/c3ccccc3C(=O)O)n2C2CCCCC2)cc1 | -4 | 17 | 0 | 1 | -2 | -2 | i | -2 | -5 |
| COc1cc(NC(=O)C(C)Oc2ccccc2)cc(OC)c1 (configuration not stated) | 1 | 0 | 6 | -4 | 0 | -9 | i | 0 | -4 |
| CCCCn1c(N)c(N(CC(C)C)C(=O)c2ccc(-c3ccc([N+](=O)[O-])cc3)o2)c(=O)[nH]c1=O | 32 | -26 | 5 | -1 | 0 | -25 | i | -24 | -10 |
| COCCCNc1nc2ccccc2nc1NS(=O)(=O)c1cccc(Cl)c1 | -6 | 1 | -11 | -4 | 0 | 8 | i | 43* | -3 |
| FC(F)C(F)(F)Oc1cccc(Nc2nccn3c(-c4cccc5cccnc45)cnc23)c1 | 16 | -3 | 13 | 6 | 3 | -12 | i | -12 | -2 |
| Cc1cc(=O)[nH]c2ccc(S(=O)(=O)Nc3ccc(O)cc3)cc12 | -5 | -7 | -4 | -2 | 3 | 0 | i | -10 | -3 |
| Cc1nc2c(sc(=S)n2Cc2ccco2)c(=O)n1CC(=O)Nc1ccccc1 | 24 | 3 | 15 | 1 | -1 | 0 | i | 9 | -1 |
| CCN(CCCNC(=O)c1ccc(N2CCCC2=O)cc1)c1cccc(C)c1 | 0 | -5 | -4 | -5 | -1 | -3 | i | 8 | -2 |
| O=C(C1CCN(S(=O)(=O)N2CCCC2)CC1)N1CCCCC1 | -7 | -5 | 9 | -4 | 3 | -8 | i | 2 | -3 |
| C/C(CC1(O)C(=O)N(C)c2ccccc21)=N\O (configuration not stated) | -11 | 6 | -3 | 2 | 0 | -5 | i | 2 | -2 |

(cont.)
| canonical_smiles | FAS TE block | NRP1-CendR mod | SKN-1 block | MT1-MMP act inh | Rin1 Abl inh | E coli Lon inh | Neddylation inh | MLLE-PAM2 inh | bovine MsrA act |
| --- | --- | --- | --- | --- | --- | --- | --- | --- | --- |
| CCCNC(=O)c1nn2cc(Br)cnc2c1Br | -7 | 1 | 3 | 1 | -2 | -1 | i | 5 | -2 |
| CCC1(c2ccccc2)NC(=O)N(CC(=O)Nc2cc(C(F)(F)F)ccc2N2CCCC2)C1=O (configuration not stated) | 20 | 2 | 8 | -2 | 0 | 0 | i | -13 | 0 |
| COc1ccc(N2C(=O)CC(c3ccccc3)C2=O)cc1 (configuration not stated) | -3 | -12 | -1 | -3 | 1 | 2 | i | 2 | -3 |
| COc1ccc(-c2cn3cc(C(F)(F)F)cc(Cl)c3n2)cc1 | 13 | 0 | 34 | 5 | -1 | -8 | i | -3 | -4 |
| Nc1ncc(Br)cc1S(=O)(=O)NCCC(=O)N1CCN(c2ccccc2)CC1 | -4 | 4 | 3 | 2 | 0 | -4 | i | 2 | -3 |
| Cc1ccc(OCc2nnc(SCc3ccc(C#N)cc3)n2-c2ccc(C)cc2)cc1 | 28 | 16 | -8 | -6 | -4 | 3 | i | -94 | -10 |
| CC(=O)c1cn(CC(=O)Nc2c(C)cccc2C)c2ccccc12 | 0 | 0 | 5 | -4 | 1 | -3 | i | 19 | 3 |
